# Arr AP2 block = human beta-arrestin and AP2 interaction inhibition | FITC-arrestin peptide / GST-AP2 beads, flow cytometry; AP2 beta2 appendage carries R879A mutation | inhibition, % at 10 µM | actives 0.31% (n = 340,000);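 active = inhibition above a set limit, near 3 SD of compounds lacking own fluorescence, cut at about 54% in these data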;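 also: plate controls were DMSO wells for no effect and 5 µM unlabelled arrestin peptide for full effect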
#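 Measured by: flow cytometry, FL1 (488/535 nm); Material: AP2 appendage R879A on GSH beads; Evaluation: percent response; Timing: pre-incubation 12 min, peptide binding 1 h, room temperature; Also added: 50 nM FITC-arrestin peptide; Medium: PBS with 0.05% Tween 20 and 0.1% BSA.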
# OPRM1-OPRD1 ag = OPRM1-OPRD1 heterodimerization agonism | cells, luminescence | activation, % at 9.3 µM | actives 0.3% (n = 340,000); in the data active = activation above about 18%;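 also: 0% = vehicle-treated cells and 100% = reference agonist; values of inactives mirror those of a sister screen read the other way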
# PKA-R1A act = activators of PKA-R1A complex; PKA-R1A dissociation, Cy5-IP20 fluorescence polarization; scaled: DMSO 0%, 113 µM cGMP 100%; AID 504707; actives 0.083% (n = 340,000); P00514+P68181; activation, % at 11.4 µM;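 active = percent activation above the mean of all tested compounds plus 3 SD, cut at about 19% in these data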;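 also: higher means more PKAc released from R1A so a rise in polarization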
# HTR5A inv ctr = HTR5A inverse agonism, opioid heterodimer counter-screen. AID 504634. inhibition, % at 9.3 µM. HTR5A cell line, luminescence. actives 0.083% (n = 340,000). P47898; in the data active = inhibition mostly above about 23%, no sharp cut-off; inactive = mostly below about 18%;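 also: 0% = cells with DMSO and 100% = no-cell wells with DMSO; some compounds called inactive have numbers as strong as hits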
# Target sequence (P47898 whole entry, looked up): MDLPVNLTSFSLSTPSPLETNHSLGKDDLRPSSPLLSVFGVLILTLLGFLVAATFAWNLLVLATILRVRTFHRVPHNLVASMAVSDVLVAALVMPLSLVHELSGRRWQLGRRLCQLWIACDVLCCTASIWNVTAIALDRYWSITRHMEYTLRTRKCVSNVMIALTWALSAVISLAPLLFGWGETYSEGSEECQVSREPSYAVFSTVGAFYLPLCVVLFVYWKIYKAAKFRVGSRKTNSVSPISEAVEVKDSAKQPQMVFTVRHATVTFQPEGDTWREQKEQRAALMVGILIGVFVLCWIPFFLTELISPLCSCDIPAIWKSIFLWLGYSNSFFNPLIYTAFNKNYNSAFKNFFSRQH
# MOR-DOR inv ag = mu-delta opioid heterodimer inverse agonism; P35372+P41143; cell-based MOR-DOR heterodimer luminescence; inhibition, % at 9.3 µM; actives 0.21% (n = 340,000); AID 504357; in the data active = inhibition above about 22%, passing the limit was not always enough;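 also: 0% = cells with DMSO and 100% = wells without cells with DMSO; values of inactives mirror those of a sister screen read the other way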
# DAGLB inh = blocks human DAGLB lipase activity; AID 504411; actives 0.059% (n = 340,000); HEK293T DAGLB membrane lysate, EnzChek fluorogenic substrate; inhibition, % at 5.17 µM; in the data active = inhibition above about 34%;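 also: 0% = enzyme with vehicle and 100% = wells lacking enzyme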
# Target sequence (Q8NCG7 whole entry, looked up): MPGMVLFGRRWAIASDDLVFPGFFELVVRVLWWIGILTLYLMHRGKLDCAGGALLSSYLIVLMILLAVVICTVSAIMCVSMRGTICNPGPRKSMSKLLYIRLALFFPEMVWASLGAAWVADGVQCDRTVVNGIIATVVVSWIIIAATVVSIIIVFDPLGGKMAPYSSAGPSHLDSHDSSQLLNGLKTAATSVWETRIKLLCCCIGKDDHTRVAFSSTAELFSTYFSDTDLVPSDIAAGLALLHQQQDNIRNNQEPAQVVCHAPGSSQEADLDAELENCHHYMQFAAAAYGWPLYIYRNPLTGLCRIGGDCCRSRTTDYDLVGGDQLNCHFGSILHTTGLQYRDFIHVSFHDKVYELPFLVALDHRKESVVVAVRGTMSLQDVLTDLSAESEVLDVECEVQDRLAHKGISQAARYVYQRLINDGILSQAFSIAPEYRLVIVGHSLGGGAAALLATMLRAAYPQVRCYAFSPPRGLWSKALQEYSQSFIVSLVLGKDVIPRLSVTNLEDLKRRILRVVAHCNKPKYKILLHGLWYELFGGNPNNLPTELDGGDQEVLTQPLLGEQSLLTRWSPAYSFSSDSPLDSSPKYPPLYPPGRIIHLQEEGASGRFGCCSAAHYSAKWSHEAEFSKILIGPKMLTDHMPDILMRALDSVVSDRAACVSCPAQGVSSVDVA
# PKA-R2B act = PKA-R2B complex activation | PKA-R2B holoenzyme dissociation, Cy5-IP20 fluorescence polarization; R2B truncated from residue 108, S112A mutant; 0% DMSO only, 100% 113 µM cGMP | activation, % at 11.4 µM | P22694+P31323 | actives 0.079% (n = 340,000);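 active = activation above a cutoff set at the mean over all compounds plus 3 SD, cut at about 18% in these data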;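 also: higher means more holoenzyme dissociation and a rise in polarization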
# V-ATPase pH = alters yeast V-ATPase proton transport; S. cerevisiae, pHLuorin cytosolic pH fluorescence; response, % at 10 µM; actives 0.37% (n = 350,000); AID 504577; in the data active = response mostly above about 7.3%, no sharp cut-off; inactive = mostly below about 5.4%; also: actives read high; inactives centre near 0; some compounds called inactive have numbers as strong as hits; reference of the scale not given here
# Pemphigus Ab inh = inhibitors of pemphigus antibody binding to human desmoglein-3; AID 588358; actives 0.48% (n = 310,000); DSG3-coupled beads, scFv-anti-DSG3-GFP binding, flow cytometry; active compounds read low; P32926; binding (percent of control), % at 10 µM;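 active = binding more than 3 SD below its plate's average and above zero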;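 also: hits lower antibody fragment binding to DSG3; some compounds called inactive have numbers as strong as hits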
# HTR5A ag = HTR5A agonism, opioid heterodimer counter-screen; AID 504692; P47898; activation, % at 9.3 µM; actives 0.61% (n = 340,000); HTR5A agonist assay, luminescence, cell-based; in the data active = activation mostly above about 9.5%, no sharp cut-off; inactive = mostly below about 7.6%;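 also: 0% = cells with vehicle only and 100% = reference agonist; strong numbers were not always called active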
# An asterisk follows results filed as active; / = no result given; & = joins results of further samples.
# Start of the data: the first three compounds, to show the layout:
cpd	molecule	Arr AP2 block	OPRM1-OPRD1 ag	PKA-R1A act	HTR5A inv ctr	MOR-DOR inv ag
1	CCCC[N+]12C3C[C@H](C4[C@H](O)[C@]5(C[C@@H]41)c1ccccc1N(C)[C@@H]35)[C@H](CC)[C@H]2O (some centres not stated)	-11	-2.1	3	7	10
2	CCCCn1c(O)c(C(C)=NCc2cccnc2)c(=O)[nH]c1=O	-19	-0.5	8	0	2
3	COc1cc(/C=C2/C(=O)NC(=O)N(c3ccccc3)C2=O)ccc1O	7	-2.5	-5	0	15

cpd	DAGLB inh	PKA-R2B act	V-ATPase pH	Pemphigus Ab inh	HTR5A ag
1	2	0	0	94	-2
2	1	-4	-1	117	-3
3	-2	13	3	92	0

# The whole of this part (from the top)
cpd	molecule	Arr AP2 block	OPRM1-OPRD1 ag	PKA-R1A act	HTR5A inv ctr	MOR-DOR inv ag
1	CCCC[N+]12C3C[C@H](C4[C@H](O)[C@]5(C[C@@H]41)c1ccccc1N(C)[C@@H]35)[C@H](CC)[C@H]2O (some centres not stated)	-11	-2.1	3	7	10
2	CCCCn1c(O)c(C(C)=NCc2cccnc2)c(=O)[nH]c1=O	-19	-0.5	8	0	2
3	COc1cc(/C=C2/C(=O)NC(=O)N(c3ccccc3)C2=O)ccc1O	7	-2.5	-5	0	15
4	c1ccc2c(c1)OCC(C1=NCCN1)O2 (configuration not stated)	20	-0.8	-2	-7	4
5	N#CC(CCN1CCOCC1)(c1ccccc1)c1ccccc1	37	-4.1	-9	2	21
6	Cc1ccc(C)c(NC(=O)CCNC(=O)N2C[C@H]3C[C@@H](C2)c2cccc(=O)n2C3)c1	15	-3.5	-11	7	18
7	COc1ccc(CNCCc2c[nH]c3ccccc23)cc1OC	4	1.2	6	-19	-6
8	O=C(O)Cn1cc(/C=C2\C(=O)NC(=O)N(c3ccc(Cl)cc3)C2=O)c2ccccc21	-6	-0.2	-4	-9	1
9	O=S(=O)(c1cccc(C(F)(F)F)c1)N1Cc2ccccc2-n2nncc2C1	/	/	-3	/	/
10	Cc1cc(OC(C)C(=O)NCC(O)c2ccccc2)c2c3c(c(=O)oc2c1)CCC3 (configuration not stated)	22	-1.1	11	-13	5
11	COC(=O)C1=C(c2cccc(OC)c2OC)C[C@@H]2CC[C@H]1N2C(=O)NCc1ccco1	-1	-0.2	-1	3	1
12	O=C(Nc1cc(Cl)cc(Cl)c1)N1Cc2ccccc2-n2nncc2C1	/	/	-6	/	/
13	CCCCn1c(O)c(C(C)=NCCN2CCOCC2)c(=O)[nH]c1=O	5	0.2	3	7	-1
14	Cc1ccc2c(c1)C1C[N+](C)(CC(=O)c3ccc(Cl)cc3Cl)CCC1N2C(=O)c1ccc(F)cc1 (configuration not stated)	-13	/	-5	/	/
15	Nc1c(C(=O)OCc2ccccc2)c2nc3ccccc3nc2n1Cc1cccs1	-4	-2.4	-6	4	12

cpd	DAGLB inh	PKA-R2B act	V-ATPase pH	Pemphigus Ab inh	HTR5A ag
1	2	0	0	94	-2
2	1	-4	-1	117	-3
3	-2	13	3	92	0
4	0	-2	-2	96	2
5	-4	-4	-2	102	-1
6	1	1	0	106	-2
7	0	7	10	107	5
8	4	-7	-2	103	3
9	-2	-3	4	101	/
10	0	-7	0	101	-2
11	3	-8	-4	101	4
12	-2	-11	-1	/	/
13	-1	-7	-1	/	-2
14	1	-2	1	/	/
15	-1	-18	0	/	-1

# Going on with the list:
cpd	molecule	Arr AP2 block	OPRM1-OPRD1 ag	PKA-R1A act	HTR5A inv ctr	MOR-DOR inv ag
16	Cc1ccc(NC(=S)NCCc2cnc[nH]2)cc1C	16	-0.9	-10	12	5
17	NN=C1C(Cl)=C(Cl)C(Cl)=C1Cl	/	/	-5	/	/
18	COCCCn1c(N)c(C(=O)Nc2sc3c(c2C(=O)OC)CCCC3)c2nc3ccccc3nc21	5	-2.1	-7	-9	12
19	CCOP(=O)(OCC)C(c1ccccc1)N(C)C=O (configuration not stated)	6	-1.3	6	7	7
20	CCOC(=O)c1cc2c(cn1)[C@@H](CCO)NC2	16	-0.5	-5	11	2
21	O=C1N(c2ccc(Cl)cc2)C(c2cccnc2)N2CCCN12 (configuration not stated)	-5	-1.4	3	-4	7
22	CCOC(=O)C1(CCc2ccccc2)CCN(Cc2csc(C(C)=O)c2)CC1	11	63*	4	-12	-358
23	CCOC(=O)c1cccc(-[n+]2c(-c3ccccc3)cc(-c3ccccc3)cc2-c2ccccc2)c1	17	0.7	-2	-6	-4
24	CCCS(=O)(=O)N1CCCC(C(=O)N2CCC3(CC2)OCCO3)C1 (configuration not stated)	49	-0.2	5	-6	1
25	CCN(CC(=O)Nc1ccc(C#N)c(Cl)c1)CC(=O)NC(C)(C)C	1	3.4	-5	-6	-17
26	Cn1c(O)c(C=NCCCC(=O)O)c(=O)n(C)c1=O	4	-1.3	-9	-2	6
27	O=[N+]([O-])/C=C1/NCCN1Cc1ccc(Cl)nc1	7	2.2	-1	-12	-16
28	CC(C)C(=O)Nc1nnc(CCN(CCc2nnc(NC(=O)C(C)C)s2)[N+](=O)[O-])s1	-1	-2.3	5	16	12
29	Cc1cccc2c(CCN)c[nH]c12	-5	1.4	-4	-34	-7
30	Cc1ccc(C(=O)C2CN3CCC2CC3)cc1 (configuration not stated)	0	1.7	-4	9	-9

cpd	DAGLB inh	PKA-R2B act	V-ATPase pH	Pemphigus Ab inh	HTR5A ag
16	-1	1	5	103	-4
17	11	3	2	108	/
18	-6	10	0	102	1
19	0	1	13	103	-2
20	1	-4	0	95	-3
21	-2	12	-3	103	4
22	-5	-1	11	102	5
23	1	5	-4	113	3
24	1	5	3	110	-3
25	-1	-6	1	118	2
26	0	-6	-4	97	1
27	-1	-4	3	105	4
28	-7	-1	1	112	-5
29	0	-4	0	113	9
30	-3	2	8	/	-3

# Next part:
cpd	molecule	Arr AP2 block	OPRM1-OPRD1 ag	PKA-R1A act	HTR5A inv ctr	MOR-DOR inv ag
31	C[C@]12CC[C@H]3[C@@H](CCC4=CC(=O)CC[C@@]43C)[C@@H]1CC[C@@H]2O	8&4	-2.3&-1.2	5&7	-27&-22	9&5
32	CCOC(=O)c1c(/N=C/c2c(O)n(-c3ccccc3F)c(=S)[nH]c2=O)sc2c1CCCC2	84*	-1.3	-2	-3	7
33	Cc1ccc2c(c1)C1CN(C)CCC1N2C(=O)CCCN1C(=O)c2cccc3cccc(c23)C1=O (configuration not stated)	9	/	-7	/	/
34	CCOc1cc2c(cc1OCC)-n1cccc1C(c1ccccc1F)NC2 (configuration not stated)	17	2.2	0	-12	-11
35	O=C(COC(=O)Cc1ccccc1)Nc1ccc(SC(F)F)cc1	5	-1.0	-2	6	5
36	C[C@]12CC[C@@H](O)CC1=CC(=O)C1C2CC[C@]2(C)C(=O)[C@H](O)CC12 (some centres not stated)	/	/	6	/	/
37	CC1=C2C3OC(=O)C(C)C3CC[C@@]2(C)C=CC1=O (some centres not stated)	1	-0.9	-5	-20	5
38	c1cncc(CNC2=NCCCCC2)c1	30	-0.1	-5	-2	0
39	CCOc1ccccc1-n1c(O)c(C=Nc2c(C)n(C)n(-c3ccccc3)c2=O)c(=O)[nH]c1=O	29	-1.6	2	-4	9
40	Clc1cnc(Oc2ccc(Oc3ncc(Cl)cc3Cl)cc2)c(Cl)c1	5	-2.1	-4	11	10
41	OC1C2CN3CN(C2)CC1(c1ccccc1)C3 (configuration not stated)	10	-3.2	-14	-7	16
42	Cc1cccc(OP(=O)(Oc2ccccc2)OC(c2ccccc2)C(F)(F)F)c1 (configuration not stated)	2	3.7	12	-3	-19
43	COC(=O)C1=C(c2cc3ccccc3s2)C[C@@H]2CC[C@H]1N2C(=O)NCc1cccc2ccccc12	-7	-1.1	-2	-6	6
44	OCC(Br)CBr (configuration not stated)	43	-1.3	4	-14	7
45	Nc1c(C(=O)NCCN2CCOCC2)c2nc3ccccc3nc2n1Cc1ccco1	-3	-0.4	-7	7	2

cpd	DAGLB inh	PKA-R2B act	V-ATPase pH	Pemphigus Ab inh	HTR5A ag
31	-2&-2	-8&-14	1&-1	98&103	12&9
32	-2	0	-5	98	0
33	2	-7	-3	98	/
34	-2	-8	0	94	3
35	1	-15	13	102	-2
36	-2	7	2	112	/
37	1	-9	-2	107	0
38	-1	-2	1	/	-1
39	-1	2	-3	106	2
40	0	-15	-2	124	6
41	-3	-3	-2	93	6
42	-12	-2	-1	/	-1
43	-5	-6	0	99	0
44	-3	0	1	99	3
45	1	-6	6	95	0

# In the list so far, 3 have an aryl methoxy group.
cpd	molecule	Arr AP2 block	OPRM1-OPRD1 ag	PKA-R1A act	HTR5A inv ctr	MOR-DOR inv ag
3	COc1cc(/C=C2/C(=O)NC(=O)N(c3ccccc3)C2=O)ccc1O	7	-2.5	-5	0	15
7	COc1ccc(CNCCc2c[nH]c3ccccc23)cc1OC	4	1.2	6	-19	-6
11	COC(=O)C1=C(c2cccc(OC)c2OC)C[C@@H]2CC[C@H]1N2C(=O)NCc1ccco1	-1	-0.2	-1	3	1

cpd	DAGLB inh	PKA-R2B act	V-ATPase pH	Pemphigus Ab inh	HTR5A ag
3	-2	13	3	92	0
7	0	7	10	107	5
11	3	-8	-4	101	4

# Carrying on:
cpd	molecule	Arr AP2 block	OPRM1-OPRD1 ag	PKA-R1A act	HTR5A inv ctr	MOR-DOR inv ag
46	CCCCCCCn1c(=O)c(C(=O)Nc2cnccn2)c(O)c2ccccc21	7	-2.5	-6	10	13
47	Cn1c(O)c(C2=NN(C(=O)CCl)C(c3ccccc3)C2)c(=O)n(C)c1=O (configuration not stated)	19	-2.7	-8	-33	14
48	NC(=O)OCCCc1ccccc1	-3	-1.2	-12	-6	7
49	COc1ccc(CCn2c(O)c(C=NCc3cccnc3)c(=O)[nH]c2=O)cc1OC	-2	-0.8	9	0	5
50	CN(CCCCC(=O)/C=N/O)Cc1ccccc1 (tested in a mixture with another compound)	-6	-1.1	-2	0	6
51	CCOC(=O)c1ccc(N2C(=O)CC(N3CC=C(c4ccc(F)cc4)CC3)C2=O)cc1 (configuration not stated)	5	-2.1	-4	3	11
52	CCOc1cc(C=C2C(=O)NC(=O)NC2=O)ccc1OCC(=O)N1CCOCC1	3	-0.1	-7	7	0
53	CCCCCCCCCCCCn1ccc(=N)cc1	-21	-0.7	6	12	4
54	O=[N+]([O-])c1ccc(NCc2ccc(Cl)cc2)c2ccncc12	8	9.9	-1	-22	-55
55	CC[C@H](C)/C=C(C)/C=C/C1=CC2=C(Cl)C(=O)[C@](C)(OC(C)=O)C(=O)C2=CO1	5	1.9	-8	-19	-10

cpd	DAGLB inh	PKA-R2B act	V-ATPase pH	Pemphigus Ab inh	HTR5A ag
46	2	-13	1	94	-1
47	-1	-12	-1	97	-2
48	-1	8	-4	101	2
49	-1	4	5	100	2
50	1	-7	7	/	0
51	-1	-5	-1	113	-1
52	1	-9	0	106	-3
53	7	-3	2	106	14*
54	4	-2	3	92	6
55	28	0	2	89	2

# Screening data as filed in PubChem BioAssay.

# Only part of the results is shown. The share of hits here may be higher or lower than overall.
